Screens from PubChem BioAssay.
rad50: NCI yeast anticancer drug screen, S. cerevisiae rad50 strain; 10% of 79,000 active; AID 155; growth inhibition, % at 50 µM;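 note: 0% = growth of vehicle-only cultures of the same strain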
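Yeast carrying a defined DNA repair defect were exposed to test compounds, and growth was compared with vehicle-treated controls to give percent inhibition.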
yeast mec2-1: NCI yeast anticancer drug screen, S. cerevisiae mec2-1 strain. 9% of 79,000 active. AID 157. growth inhibition, % at 50 µM;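 note: 0% = growth of vehicle-only cultures of the same strain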
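Strain: mec2-1 (DNA repair/cell cycle alteration). Compound exposure, then growth measured; inhibition expressed relative to vehicle.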
sgs1 mgt1: NCI yeast anticancer drug screen, S. cerevisiae sgs1 mgt1 strain. growth inhibition, % at 50 µM. 10% of 78,000 active;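 note: 0% = growth of vehicle-only cultures of the same strain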
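Mutant yeast exposed to compound; growth scored against vehicle-only wells.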
mlh1 rad18: NCI yeast anticancer drug screen, S. cerevisiae mlh1 rad18 strain. growth inhibition, % at 50 µM. 11% of 79,000 active;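 note: 0% = growth of vehicle-only cultures of the same strain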
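Growth inhibition of the yeast strain was measured after compound exposure and expressed relative to vehicle-treated controls. The strain carries defined defects in DNA damage repair.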
yeast bub3: NCI yeast anticancer drug screen, S. cerevisiae bub3 mutant strain; AID 167; growth inhibition, % at 50 µM; 9.9% of 78,000 active;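 note: 0% = growth of vehicle-only cultures of the same strain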
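Compounds were applied to a genetically altered yeast strain carrying a cell-cycle control defect. Growth inhibition was scored against vehicle-treated controls.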
cln2 rad14: NCI yeast anticancer drug screen, S. cerevisiae cln2 rad14 strain. growth inhibition, % at 50 µM. 8.3% of 78,000 active;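 note: 0% = growth of vehicle-only cultures of the same strain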
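Yeast strain cln2 rad14, bearing defects in cell cycle control and DNA repair, serves as the test system; values reflect growth inhibition compared with vehicle.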
* hit, by the source's call; & = joins results of further samples. Cut-off read from the data, not from the text of the source: active = growth inhibition above about 70%; inactive = the rest.

Results follow in this order: sgs1 mgt1	cln2 rad14	yeast mec2-1	rad50	yeast bub3	mlh1 rad18
> Cc1[nH]c(=O)nc(N/N=C/c2c3ccccc3c(Cl)c3ccccc23)c1C(=O)Nc1ccc(Cl)cc1
→ -9	-20	-16	-23	-29	-9
> CN(C)c1ccc(C(=C(c2ccc(N(C)C)cc2)c2ccc(N(C)C)cc2)c2ccc(N(C)C)cc2)cc1
→ 22&0	17&-119	2&6	22&-104	7&-70	8&-17
> Cn1nc(-c2cccc(N)c2)cc1Cl
→ 4	-40	-10	-18	-16	3
> Cc1ccc(/C=C/C(=N/NC(=O)N/N=C(/C=C/c2ccc(C)cc2)C(C)C)C(C)C)cc1
→ 6	4	12	-2	-3	20
> O=C(O)C(=O)C(=O)O
→ -10	-10	-42	-23	-1	-5
> CC(=O)Oc1c(C(C)(C)C)cc([N+](=O)[O-])c(C)c1[N+](=O)[O-]
→ 95*	74*	97*	97*	94*	95*
> CCCC(=O)NC(Nc1ccc(F)cc1)(C(F)(F)F)C(F)(F)F
→ -11	32	6	-29	-19	-53
> COC(=O)c1c(O)ccc(O)c1C(=O)OC
→ -14	-17	-18	-16	-6	-22
> CNC(=O)n1cccc(OC)c1=O
→ 18	5	5	-2	5	25
> NNC(=S)N/N=C(\c1nc2ccc(Cl)cc2[nH]c1=O)C(O)c1cccc([N+](=O)[O-])c1 (stereo not drawn)
→ 12	-17	28	49	27	-8
> COc1cccc2c1CCC(=O)C2C (stereo not drawn)
→ 14	-5	-1	35	14	23
> O=C(O)CN1CCCC1
→ 9	2	-5	2	7	5
> Cc1c[n+]2ccccc2n1Cc1ccccc1
→ 5	-61	-7	-2	7	-1
> C[N+]1(C)N=C([O-])N(c2ccccc2Cl)C1=O
→ -7	-38	-27	21	1	18
> Cc1onc(-c2ccccc2)c1C1=N/C(=C\c2ccc(N(C)C)cc2)C(=O)O1
→ -7	-4	5	-2	9	-11
> Cc1nn(-c2ccccc2)c2oc3ccccc3c(=O)c12
→ -35	-30	-7	-26	-21	-31
> Cc1cc2c(cc1Cl)SC(NNc1ccc([N+](=O)[O-])cc1)=NS2(=O)=O
→ 5	-8	2	35	-20	27
> Cc1ccc[n+](CC(=O)C2CCC3CC4CCCCC4CC3C2)c1 (stereo not drawn)
→ 37	-4	18	22	19	59
> O=C(OC(=O)c1cccc2ccccc12)c1cccc2ccccc12
→ 2	43	-8	-5	12	13
> CN1c2ccccc2C2CCCCC21 (stereo not drawn)
→ 2	-20	10	12	23	4

Continued:
Results follow in this order: sgs1 mgt1	cln2 rad14	yeast mec2-1	rad50	yeast bub3	mlh1 rad18
> C=CCC1CCC/C1=N\O (stereo not drawn)
→ 17	-12	10	-13	-3	4
> Cc1ccc(S(=O)(=O)OCC2CCC(=O)CC2)cc1
→ -11	-6	2	-7	4	-5
> Oc1cc2c(cc1C(c1ccc(Cl)cc1)N1CCOCC1)OCO2 (stereo not drawn)
→ 99*	96*	99*	99*	99*	99*
> CCOc1ccccc1NC(=O)c1ccc(Cl)cc1
→ -7	5	18	-10	14	-5
> c1ccc(Cc2ncc(-c3ccccc3)cc2-c2ccccc2)cc1
→ 3	4	-15	-19	7	4
> OCCSc1ccc(Cl)cc1
→ 6	-32	26	14	13	28
> CCOC(=O)N1CCCCC1
→ 3	-16	5	-3	-3	6
> NC(=S)N/N=C\c1nccc2ccsc12
→ -9	-30	-6	10	0	3
> O=[N+]([O-])c1cc(Br)c(F)cc1F
→ -5	-32	5	-22	-3	31
> Cc1cccc2oc3c(c(=O)c12)CC(O)C(C)(C)O3 (stereo not drawn)
→ 21	-8	-4	16	6	-45
> O=c1[nH]c2cc(Cl)ccc2nc1/C(=N\O)C(O)c1ccc([N+](=O)[O-])cc1 (stereo not drawn)
→ -21	-25	14	8	-17	-5
> C(=C\c1cc(-c2ccc3ccccc3n2)nc2ccc3ccccc3c12)/c1ccc2ccccc2n1
→ 27	29	-1	10	26	-11
> CCCCCCCCCCCCCCCCSc1ccc(N=Cc2ccc(N(CC)CC#N)cc2)cc1
→ 3	12	-10	14	8	13
> CC(=N\N)/C(C)=N/N=C(C)/C(C)=N/N=C(C)/C(C)=N/N
→ -4	11	10	28	8	-17
> Cc1nc(Nc2ccc([N+](=O)[O-])cc2)sc1C(=O)/C=C/c1ccc(N(C)C)cc1
→ 6	16	-7	5	19	-1
> CC1CC(=O)OC(C(=O)c2ccccc2)N1c1ccc(C(F)(F)F)cc1N (stereo not drawn)
→ 59	56	65	82*	32	88*
> CC(=O)OC1CC2CC3C(C)CCC3(C2(C)C)C1(C)O (stereo not drawn)
→ -1	1	0	-13	11	-12
> CC(C)CCCC(C)C1CCC2C3CC4OC45CC(O)CCC5(C)C3CCC12C (stereo not drawn)
→ 48	7	18	42	-1	29
> O=[N+]([O-])c1ccc2c(N3CCC(CCCC4CCN(c5ncnc6cc([N+](=O)[O-])ccc56)CC4)CC3)ncnc2c1
→ 39	19	-17	3	-11	-3
> O=C(c1ccc(NCN2C(=O)CCC2=O)cc1)c1ccc(NCN2C(=O)CCC2=O)cc1
→ 3	-38	-4	12	-8	7

(listing goes on)
Results follow in this order: sgs1 mgt1	cln2 rad14	yeast mec2-1	rad50	yeast bub3	mlh1 rad18
> COCCOC(=O)CCC(C)=O
→ 6	8	15	21	-5	11
> COc1cc2c(cc1NC(C)=O)C(=O)CCCC2
→ -4	-17	-19	5	-4	1
> O=C(O)CCC(=O)c1cccc2ccccc12
→ -16	39	-13	-23	-23	-5
> CC1=NCCc2c1n(S(=O)(=O)O)c1cc(O)ccc21
→ 8	34	-2	-2	11	-7
> CC1=C(C(=O)Nc2ccccc2)C(c2ccc([N+](=O)[O-])cc2)C(C(=O)Nc2ccccc2)=C(C)N1
→ 56	19	45	57	53	30
> FC1(F)C2(OCCO2)C(F)(F)C12OCCO2
→ -2	-1	-5	-2	-8	-5
> CCCNC(=O)N(CCN(C)C)S(=O)(=O)c1ccc(Cl)cc1
→ -14	-19	-7	-39	-21	-17
> CC(C)(C#N)NC1CCCCC1
→ -6	-4	-25	37	2	15
> C=C1c2c(cc3c(c2O)c(=O)c2ccccc2n3C)OC1(C)C
→ -23	-24	-37	-31	-26	-25
> O=S(=O)(OCC(F)(F)F)c1ccccc1
→ 15	-3	8	16	-9	-10
> CCOC(=O)COc1cc2c(cc1Cc1ccc(OC)cc1)OCO2
→ 5	6	-7	-5	39	12
> Cc1ncncc1N
→ -3	7	11	6	10	4
> COc1cccc(/S(C)=N/S(=O)(=O)c2ccc(C)cc2)c1 (stereo not drawn)
→ 3	-7	-7	-11	-9	8
> Nc1ccc(S(=O)(=O)Nc2cnccn2)cc1
→ -11	1	-6	1	-1	-7
> CN1c2cccc3cccc(c23)NC12CCCCC2
→ -11	-62	-20	1	14	-11
> CCOC(=O)C1CSC(c2c(CO)cnc(C)c2O)N1 (stereo not drawn)
→ 10	-4	1	48	11	18
> O=C(NNC(=O)c1ccc([N+](=O)[O-])cc1)c1ccccc1
→ 16	-30	13	-6	-13	-16
> NC(=O)c1ncc(Cl)cc1Cl
→ 14	6	2	21	1	25
> COC(=O)c1nc(=S)[nH]c(C(=O)OC)c1C(=O)/C=C/c1ccccc1
→ 8	-14	-2	0	-2	12
> Oc1c2c(c3cccc4cccc1c43)=Nc1ccccc1S2
→ 6	-24	3	0	3	7

The list continues:
Results follow in this order: sgs1 mgt1	cln2 rad14	yeast mec2-1	rad50	yeast bub3	mlh1 rad18
> CCN1C(=O)c2cc(=O)[nH]c(O)c2C1C (stereo not drawn)
→ -2	-20	-3	8	-3	11
> O=C(O)C1CC1c1ccc2c(c1)OCO2 (stereo not drawn)
→ 7	-34	-10	-12	-34	1
> O=C(OC12CC3CC(CC(C3)C1)C2)c1ccc(NCc2cc(O)ccc2O)cc1
→ 91*	88*	88*	85*	90*	88*
> COc1ccc(CCN=C2CCC(C(=O)NCCc3ccc(OC)c(OC)c3)N2)cc1OC (stereo not drawn)
→ 3	-1	-19	-13	-20	-4
> CCOC(=O)/N=[N+](\[O-])c1ccccc1
→ 58	12	47	64	41	87*
> C#CC1=CC(=O)C(OC)=CC1=O
→ 32	47	62	30	65	66
> Clc1ccccc1C1Nc2ccccc2S1 (stereo not drawn)
→ 48	-8	18	40	13	38
> O=C(O)c1ccccc1C1c2ccccc2Oc2ccccc21
→ 95*	97*	94*	95*	91*	96*
> C=C1CCC2C(C)(CO)C(O)CCC2(C)C1C/C=C1\C(=O)OCC1O (stereo not drawn)
→ 12	6	-29	-12	-13	2
> CCCCC=C(C)C
→ 7	5	-34	-8	-18	10
> CC1(C)CC(=O)C=C(N2CCCCC2)C1
→ 23	3	0	4	17	-22
> OCC1OC(n2cnc3c(I)ncnc32)C(O)C1O (stereo not drawn)
→ -2&10	17&11	-9&-8	12&-9	-5&-7	17&-27
> O=C(O)c1cc2ccccc2[nH]1
→ -17	-23	-6	-2	-18	-17
> CCOC(=O)c1nc2ccc(C(F)(F)F)cc2nc1NCc1ccc(Cl)c(Cl)c1
→ -14	10	5	5	-23	-43
> Cc1oc(C)c2c1C(=O)N(C)C2=O
→ 16	5	14	5	12	8
> O=C(O)c1ccc(CS(=O)(=O)c2ccccc2C(=O)O)cc1
→ 2	16	-1	9	6	20
> CSC12CC3C(=O)C=C[C@@H](O)[C@@H]3N1C(=O)C1(SC)CC3C(=O)C=C[C@@H](O)[C@@H]3N1C2=O (stereo partly drawn)
→ 85*	40	78*	64	73*	65
> Cc1cc(OC(C)C)cc(C)c1C(=O)OCC(C)CN1CCCC1 (stereo not drawn)
→ 5	-15	-17	2	-8	-18
> CC(=O)OCC1OC(n2c(=S)n(-c3ccc([N+](=O)[O-])cc3)c(=O)c3ccccc32)C(OC(C)=O)C(OC(C)=O)C1OC(C)=O (stereo not drawn)
→ -10	19	19	-6	12	9
> CCCCCCCCCCCCCCCCCCC1=C(O)C(=O)C=C(OC)C1=O
→ -3	-2	-6	18	4	9

Overlap with the part before: 5 compounds, then new ones.
Results follow in this order: sgs1 mgt1	cln2 rad14	yeast mec2-1	rad50	yeast bub3	mlh1 rad18
> O=C(O)c1ccc(CS(=O)(=O)c2ccccc2C(=O)O)cc1
→ 2	16	-1	9	6	20
> CSC12CC3C(=O)C=C[C@@H](O)[C@@H]3N1C(=O)C1(SC)CC3C(=O)C=C[C@@H](O)[C@@H]3N1C2=O (stereo partly drawn)
→ 85*	40	78*	64	73*	65
> Cc1cc(OC(C)C)cc(C)c1C(=O)OCC(C)CN1CCCC1 (stereo not drawn)
→ 5	-15	-17	2	-8	-18
> CC(=O)OCC1OC(n2c(=S)n(-c3ccc([N+](=O)[O-])cc3)c(=O)c3ccccc32)C(OC(C)=O)C(OC(C)=O)C1OC(C)=O (stereo not drawn)
→ -10	19	19	-6	12	9
> CCCCCCCCCCCCCCCCCCC1=C(O)C(=O)C=C(OC)C1=O
→ -3	-2	-6	18	4	9
> C[N+](C)(C)CC(=O)NNC(=O)CCn1[nH]c(=O)c(Cl)c(Cl)c1=O
→ 6	-26	-2	-10	-3	-14
> O=Cc1ccccc1CCn1c(=O)c2cc3c(=O)n(CCc4ccccc4C=O)c(=O)c3cc2c1=O
→ 12	-12	19	34	-4	19
> O=C(c1cccnc1)N1CCCC1
→ 5	-34	-12	13	3	5
> COc1ccc(C(=O)C(c2ccc(OC)cc2)C2(O)C(=O)Nc3c2ccc(Cl)c3C)cc1 (stereo not drawn)
→ -36	5	-6	-20	7	-6
> CCOC(=O)/C(C#N)=C(\CC)c1ccccc1
→ -4	0	-9	-8	-9	-22
> O=C(NCCS(=O)(=O)N1C(=O)C2CCCN2C(=O)[C@@H]1Cc1ccccc1)OCc1ccccc1 (stereo partly drawn)
→ -4	19	-1	-4	6	26
> OC(c1cc(C(O)(C(F)(F)F)C(F)(F)F)ncn1)(C(F)(F)F)C(F)(F)F
→ -10	8	4	14	8	11
> CCCCN(CCCC)CC(O)c1cc(-c2ccccc2)nc2c(O)cccc12 (stereo not drawn)
→ -18	-14	22	-29	4	-12
